Screens: PubChem BioAssay, National Center for Advancing Translational Sciences (NCATS)
KB-3-1 cytotox: kills parental KB-3-1 adenocarcinoma cells. KB-3-1 viability, CellTiter-Glo ATP luminescence, 72 h. Potency, µM (series often up to 46.1 µM), for the others: at the highest dose activity change, negative = cytotoxic, usual class: cytotoxic. 400,000 compounds, 1.4% hits. AID 1347075; note: potency is the fitted concentration of half-maximal effect; % is set by controls: 0 for no effect and ±100 for the full control effect; nearly all actives have a fitted effect of over 60% in size
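Here the drug-naive KB-3-1 line serves as comparator for MDR sub-line selectivity; cells received compound titrations, 72 h at 37 °C, then CellTiter-Glo readout.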
GLP-1R agonist: activates the human GLP-1 receptor. Potency, µM (titrated, usually from 45.6 µM), for inactives: at the highest dose activation, hits mostly activators. P43220. HEK293 GLP-1R CRE-luciferase, luminescence, 4-6 h; cells express a hypersensitive GLP-1R form. 380,000 compounds, 0.007% hits; note: potency is the fitted concentration of half-maximal effect; % of control where 0% means no effect
Target sequence (P43220 whole entry, looked up): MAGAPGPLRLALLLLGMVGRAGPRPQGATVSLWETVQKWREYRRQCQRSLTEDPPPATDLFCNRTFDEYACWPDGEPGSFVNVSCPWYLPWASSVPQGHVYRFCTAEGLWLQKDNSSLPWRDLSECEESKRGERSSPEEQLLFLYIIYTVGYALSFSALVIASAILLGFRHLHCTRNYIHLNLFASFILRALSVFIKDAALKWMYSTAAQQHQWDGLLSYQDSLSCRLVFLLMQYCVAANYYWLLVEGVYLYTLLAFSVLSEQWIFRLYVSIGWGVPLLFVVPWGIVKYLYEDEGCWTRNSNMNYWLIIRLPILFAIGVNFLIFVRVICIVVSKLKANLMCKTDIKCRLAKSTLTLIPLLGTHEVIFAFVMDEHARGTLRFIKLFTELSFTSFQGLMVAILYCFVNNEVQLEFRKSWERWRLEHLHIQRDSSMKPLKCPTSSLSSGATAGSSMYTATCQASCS
SW480 rerep: inducers of DNA re-replication in SW480 colon cancer cells. SW480 DNA re-replication, Hoechst DNA content imaging, 48 h. Potency, µM (top dose mostly 46.1 µM), for the others: at the top dose re-replication activation, hits mostly activators. 340,000 compounds, 1.8% hits; note: potency is the fitted concentration of half-maximal effect; % of control where 0% means no effect; nearly all actives have a fitted effect of over 55% in size
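Per well, 250 cells were exposed to pinned compound for 48 hr. Nuclear DNA was visualised with Hoechst (40 min, 37 C) and total object intensity recorded by fluorescence scanning.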
DRD3 agonist: agonists of human D3 dopamine receptor; max activation, %; D3R DiscoveRx beta-arrestin cells, luminescence, 90 min; P35462; 410,000 compounds, 0.58% hits; in the data active = max activation above about 30%; note: 0% is about no effect; mostly tested at two doses, the higher about 12 µM
Target sequence (P35462 whole entry, looked up): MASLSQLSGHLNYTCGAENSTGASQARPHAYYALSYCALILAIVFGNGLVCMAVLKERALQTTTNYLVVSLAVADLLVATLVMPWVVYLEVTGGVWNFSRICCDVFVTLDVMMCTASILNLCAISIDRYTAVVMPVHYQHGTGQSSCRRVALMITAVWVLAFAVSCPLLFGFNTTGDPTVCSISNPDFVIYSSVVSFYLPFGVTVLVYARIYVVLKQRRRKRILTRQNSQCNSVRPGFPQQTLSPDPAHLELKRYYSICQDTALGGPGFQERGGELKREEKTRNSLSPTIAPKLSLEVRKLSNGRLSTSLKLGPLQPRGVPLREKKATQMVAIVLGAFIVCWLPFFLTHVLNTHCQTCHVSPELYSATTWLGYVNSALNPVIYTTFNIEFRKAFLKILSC
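Agonist-mode cell screen: cells plated at 1500/well and incubated overnight at 37 °C, then exposed to library compounds for 90 min at 37 °C. Detection reagent was added for 30–60 min at room temperature, and luminescence was read.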
DRD3 antagonist: blocks the human D3 dopamine receptor | P35462 | D3R cells, DiscoveRx beta-arrestin luminescence, antagonist mode; hits give low values | max response, negative = inhibition, % | 360,000 compounds, 2.5% hits | AID 652054; in the data active = max response below about -50%; inconclusive = no clear call, values can overlap the other calls; note: % is set by controls: 0 for no effect and ±100 for the full control effect; mostly tested at two doses, the higher about 12 µM
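Cells plated overnight at 1500 cells/well, then exposed to library compounds with dopamine controls for 90 minutes at 37 degrees C. DiscoveRx reagent added for 30–60 minutes at room temperature; luminescence read, quantitative HTS format.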
HT1080 IDH1KD tx: kills HT-1080 cells with IDH1 knockdown; AID 686971; 360,000 compounds, 2% hits; HT-1080 IDH1 knockdown viability, ATP luminescence, 48 h; Potency, µM (series often up to 46.1 µM), without a hit: at the highest dose activity, negative = toxicity, actives largely listed as cytotoxic;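 note: potency is the fitted concentration of half-maximal effect; 0% = DMSO wells and -100% = cell-free medium wells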
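Using the IDH1-knockdown HT-1080 line run in the same batch and compound series as the NT line, viability after 48 h at 37 °C was determined by CellTiter-Glo luminescence and expressed as % activity.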
KB-V1 cytotox: KB-V1 MDR subline cytotoxicity; KB-V1 MDR cells viability, CellTiter-Glo, 72 h; Potency, µM (highest dose often 46.1 µM), inactives show at the highest dose activity change, negative = cytotoxicity, most hits filed as cytotoxic; 400,000 compounds, 3.4% hits; note: potency is the fitted concentration of half-maximal effect; % is set by controls: 0 for no effect and ±100 for the full control effect; nearly all actives have a fitted effect of over 60% in size
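Readout: CellTiter-Glo luminescence, 10 min after addition. Cells: KB-V1 MDR subline, 72 h at 37 degrees C with compound. Analysis: corrected, normalized data fitted to concentration-effect curves.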
IL-1B inflam inh: blocks inflammasome-driven IL-1 beta release; AID 743279; THP-1 LPS/ATP IL-1B secretion, AlphaLISA, 16 h; hits give low values; 360,000 compounds, 4.7% hits; activity change, % at 57.5 µM; in the data active = activity change below about -50%; inconclusive = mostly about -30% to -49%; note: % is set by controls: 0 for no effect and ±100 for the full control effect
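Secreted IL-1B measured by AlphaLISA bead assay after 16 h compound exposure of THP-1 cells; compounds (final up to 57.5 uM) added 1 h before LPS (250 ng/mL) and ATP (1.25 mM) stimulation; lower signal means less secretion.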
HT1080-NT tox: kills 2HG-producing HT-1080-NT fibrosarcoma cells. HT-1080-NT fibrosarcoma viability, CellTiter-Glo ATP luminescence, 48 h. Potency, µM (series often up to 46.1 µM), for the others: top-dose activity, negative = less viability, hits mostly cytotoxic. 360,000 compounds, 1.6% hits;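 note: NT is the 2HG producing partner of a matched IDH1 knockdown line; potency is the fitted concentration of half-maximal effect; 0% = DMSO-treated cells and -100% = media-only wells without cells; nearly all actives have a fitted effect of over 55% in size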
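750 cells/well, RPMI + 5% FBS; 2 h settle, compound pin-transfer, 48 h at 37 degrees C. CellTiter-Glo 10 min RT, luminescence. Normalized to DMSO and media-only wells.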
* hit, by the source's call; ? = inconclusive; · = no result given; & = joins results of further samples; [ ] = dose if it differs, or a comment. Unless noted, calls come from the whole dose curve; as a rule, active = well fitted curve in the direction sought with a large enough effect; inconclusive = small, poorly fitted or top-dose-only effect, or another doubt; inactive = no such curve, though single readings can be large; an effect the other way counts as inactive or inconclusive.

Order of values: KB-3-1 cytotox	GLP-1R agonist	SW480 rerep	DRD3 agonist	DRD3 antagonist	HT1080 IDH1KD tx	KB-V1 cytotox	IL-1B inflam inh	HT1080-NT tox
1	C/C(=N\NC(=O)c1cc(Cl)ccc1O)c1ccc(Br)s1
  ?	-4%	·	1	15	?	21µM*	18	-5%
2	Cc1ccc(-c2nc(CS(=O)CC(=O)NCCN3CCOCC3)c(C)o2)cc1 (stereo not drawn)
  -1%	0%	-17%	1	10	-3%	-4%	-2	-3%
3	Cn1cc(Cl)nc1C(O)c1ccccc1 (stereo not drawn)
  -1%	-3%	-7%	3	6	-2%	3%	12	-4%
4	O=C(c1cc(-c2ccc(Cl)c(Cl)c2)on1)N1CCOCC1
  0%	4%	4%	15	13	6%	9%	-5	20%
5	O=C(c1cc(C2CC2)nn1-c1ccccc1)N1CCN(c2ccccc2O)CC1
  -7%	6%	0%	3	19	19%	-13%	?	12%
6	N#CC1(C#N)OC12CCS(=O)(=O)c1ccccc12 (stereo not drawn)
  9%	-1%	-7%	4	17	10%	4%	14	17%
7	O=C(NCc1ccccc1)C(c1cccs1)N(C(=O)c1csnn1)C1CC1 (stereo not drawn)
  5%	-4%	2%	1	18	15%	18µM*	-2	13%
8	COCCN(C(=O)CC(C)(C)C)c1nnc(-c2cccnc2)s1
  -1%	10%	-4%	4	15	3%	1%	-17	0%
9	CSCCC(NC(=O)c1ccccc1Cl)C(=O)NCc1ccncc1 (stereo not drawn)
  4%	-6%	15%	5	-3	8%	?	15	9%
10	COc1cccc(-c2ccc3nccn3c2)c1
  -21%	-4%	·	-3	-12	2%	-13%	0	21%
11	Cc1ccc(-n2ncc3c(NNC(=O)c4ccco4)ncnc32)cc1C
  0%	0%	-14%	-3	-7	-4%	13%	?	-7%
12	Cc1ccccc1CSCC(=O)NC(=O)NC(C)(C)C
  -1%	0%	?	-1	10	10%	-16%	2	0%
13	Cc1ccccc1OCC(=O)N/N=C/c1ccc(N2CCOCC2)o1
  ?	-6%	?	-3	-2	-3%	10%	?	-6%
14	CC(C)CSc1nc(N2CCOCC2)c2c(c1C#N)CC(C)(C)SC2
  -9%	3%	3%	5	2	-2%	-8%	0	-4%
15	Cc1cccc(C)c1-n1nnnc1C(C1CC1)N1CCN(C/C=C/c2ccccc2)CC1 (stereo not drawn)
  -19%	10%	·	1	-79*	?	-22%	-21	?
16	CC(C)C[C@H]1CN=C(Nc2ccccc2)N1CC1CCCC1
  -8%	5%	-5%	5	26	0%	1%	-21	-3%
17	COc1ccc2nc(SCc3cccc(C)c3)nc(C)c2c1
  -3%	18%	-43%[inhibitor]	4	18	?	16µM*	0	18%
18	COc1ccc(C(=Cc2ccccc2[N+](=O)[O-])C(=O)O)cc1
  -14%	8%	-2%	-9	0	-3%	-12%	-7	-4%
19	Cc1cc(C)n2c(SCC(=O)Nc3cccc(S(N)(=O)=O)c3)nnc2n1
  10%	12%	4%	2	8	6%	30%	15	10%
20	COc1ccc(-c2csc(NC(=O)c3ccc(S(=O)(=O)N4CCc5ccccc5C4)cc3)n2)cc1
  ?	1%	-1%	4	-19	?	-10%	14	-22%
21	Cc1ccc(S(=O)(=O)c2cc(OC(=O)c3ccco3)ccc2OC(=O)c2ccco2)cc1
  6%	-12%	-40%[inhibitor]	3	-11	-6%	8%	4	-2%
22	COc1cccc(C(N)=O)c1OC(=O)Cc1ccccc1F
  -1%	-1%	-1%	7	-19	1%	6%	-5	12%
23	CC1=NNC(=O)C1CC(=O)N/N=C/C(C)=C/c1ccccc1 (stereo not drawn)
  -3%	11%	8%	1	6	1%	?	11	7%
24	CCc1ccc2c(c1)C(c1ccncc1)=NNC(c1ccccc1)=N2
  -1%	25%	-6%	-2	1	2%	-9%	-5	5%
25	Fc1cccc(CCN2C(=S)NC[C@@H]2Cc2ccccc2)c1
  7%	-1%	-17%	9	-4	6%	5%	0	2%
26	CC(=O)NCCc1nc2cc(NC(=O)COc3cccc(C)c3)ccc2n1C
  0%	7%	-6%	-2	3	18%	-11%	12	?
27	CC(C)OC(=O)N(C)c1ccc(C(O)(C(F)(F)F)C(F)(F)F)cc1
  ?	-1%	4%	1	9	-25%	0%	?	?
28	Cc1cccc(N2CCN(S(=O)(=O)c3ccc4c(c3)CC(=O)N4C)CC2)c1C
  -13%&-17%	4%	-4%	1&-3	5	-8%	0%&-5%	15	?
29	O=C(C1CCN(S(=O)(=O)c2cccc3cccnc23)CC1)N1CCN(Cc2ccccc2)CC1
  -4%	-5%	0%	-11	-4	-3%	1%	0	0%
30	CSc1nc2ccccc2cc1/C=C(\C#N)c1ccc(Cl)c(Cl)c1
  -6%	-32%[inhibitor]	?	-7	?	-6%	-8%	-20	-5%

Record cards, as listed above. Values in the order: KB-3-1 cytotox, GLP-1R agonist, SW480 rerep, DRD3 agonist, DRD3 antagonist, HT1080 IDH1KD tx, KB-V1 cytotox, IL-1B inflam inh, HT1080-NT tox
C/C(=N\NC(=O)c1cc(Cl)ccc1O)c1ccc(Br)s1 across the screens: ?, -4%, ·, 1, 15, ?, 21µM*, 18, -5%
COc1cccc(C(N)=O)c1OC(=O)Cc1ccccc1F across the screens: -1%, -1%, -1%, 7, -19, 1%, 6%, -5, 12%

(continued)
Order of values: KB-3-1 cytotox	GLP-1R agonist	SW480 rerep	DRD3 agonist	DRD3 antagonist	HT1080 IDH1KD tx	KB-V1 cytotox	IL-1B inflam inh	HT1080-NT tox
31	CCOc1ccc(OCCCC(=O)N(C)CC(=O)Nc2ccc(N3CCOCC3)cc2)cc1
  -6%	3%	0%	8	13	1%	?	3	-3%
32	Cc1ccc(C(C#N)c2ccc(C(=O)c3ccc(F)cc3)cc2)cc1 (stereo not drawn)
  ?	-3%	-3%[9.22 µM]	-3	0	?	0%	?	-22%
33	NNc1ncnc2sc3c(c12)CCC3
  ?	8%	?	-10	1	-12%	-29%	76	0%
34	CN(/C=C/C(=O)C(F)(F)C(F)(F)F)Cc1ccccc1
  3%	-6%	-15%	2	33	-1%	2%	-12	1%
35	CCCNS(=O)(=O)c1cccc(C(=O)NNC(=O)c2cc(C)oc2C)c1
  -2%	0%	1%	2	20	24%	27%	9	18%
36	Cc1cc(S(=O)(=O)NC2CCCC2)ccc1-n1cnnn1
  -2%	4%	-42%[inhibitor]	-10	-1	0%	0%	9	0%
37	CCc1nc2ccc(C(=O)NCc3ccc(OC)cc3)cn2c1N(CCC(C)C)CCN(C)C
  0%	3%	·	-4	13	?	-2%	-15	?
38	C=C1[C@@H](CCO)N(S(=O)(=O)C(C)(C)C)C[C@@H]1C
  0%	-4%	-1%	20	0	7%	0%	-1	7%
39	Cc1cc(C)c2oc(C(=O)Nc3ccc(S(=O)(=O)N4CCCC(C)C4)cc3)cc(=O)c2c1 (stereo not drawn)
  -17%	4%	-5%	0	11	4%	-17%	11	13%
40	CCCCNC(=O)C1(C)CCCCN1C(=O)c1cccs1 (stereo not drawn)
  0%	16%	·	4	7	0%	0%	13	8%

2 entries from above, in transposed form.
7) O=C(NCc1ccccc1)C(c1cccs1)N(C(=O)c1csnn1)C1CC1 (stereo not drawn)
8) COCCN(C(=O)CC(C)(C)C)c1nnc(-c2cccnc2)s1

| assay / entry | 7 | 8 |
| --- | --- | --- |
| KB-3-1 cytotox | 5% | -1% |
| GLP-1R agonist | -4% | 10% |
| SW480 rerep | 2% | -4% |
| DRD3 agonist | 1 | 4 |
| DRD3 antagonist | 18 | 15 |
| HT1080 IDH1KD tx | 15% | 3% |
| KB-V1 cytotox | 18µM* | 1% |
| IL-1B inflam inh | -2 | -17 |
| HT1080-NT tox | 13% | 0% |

The main list resumes; the 2 compounds before the break are reprinted first.
Order of values: KB-3-1 cytotox	GLP-1R agonist	SW480 rerep	DRD3 agonist	DRD3 antagonist	HT1080 IDH1KD tx	KB-V1 cytotox	IL-1B inflam inh	HT1080-NT tox
39	Cc1cc(C)c2oc(C(=O)Nc3ccc(S(=O)(=O)N4CCCC(C)C4)cc3)cc(=O)c2c1 (stereo not drawn)
  -17%	4%	-5%	0	11	4%	-17%	11	13%
40	CCCCNC(=O)C1(C)CCCCN1C(=O)c1cccs1 (stereo not drawn)
  0%	16%	·	4	7	0%	0%	13	8%
41	CC(=O)N1CCN(S(=O)(=O)c2cccc(C(=O)Nc3ccc4c(c3)CCC4)c2)CC1
  -11%	4%	2%	1	-16	-11%	0%	-16	-4%
42	Nc1cc(=O)n(Cc2ccco2)c(=S)[nH]1
  22%	2%	·	0	15	0%	4%	-5	7%
43	C[C@@H](N)C(=O)NC[C@H]1CC[C@H](C(=O)N[C@@H](Cc2ccccc2)C(=O)O)CC1
  -3%	5%	?	-5	-7	0%	25%	-1	5%
44	COc1ccc2[nH]c(C(=O)N3CCN(c4ccccc4F)CC3)c(C)c2c1
  0%	5%	-18%	0	8	-5%	-10%	-6	-1%
45	CC1CCCN(C(=O)C2CCN(Cc3ccc4c(c3)OCO4)CC2)C1 (stereo not drawn)
  1%	1%	-6%	-15	-6	4%	-4%	2	-5%
46	COc1cc(NC(=O)COC(=O)CNC(=O)c2ccc(Cl)cc2)c(C)cc1[N+](=O)[O-]
  1%	0%	1%	-19	-7	5%	2%	5	4%
47	Cc1cc(Cl)c(S(N)(=O)=O)cc1OCC(N)=O
  15%	-4%	-11%	1	7	12%	?	8	23%

Not a hit list, and some 12% of all compounds hit somewhere here.
